# Source: PubChem BioAssay (several laboratories)
# VHR inh abs – DUSP3 (human) phosphatase inhibition; P51452; recombinant VHR phosphatase, pNPP absorbance; inhibition, % at 13.3 µM; 290,000 tested, 0.52% active; AID 1654; in the data active = inhibition above about 50%; also: some compounds called inactive have numbers as strong as hits
# Target sequence (P51452 whole entry, looked up): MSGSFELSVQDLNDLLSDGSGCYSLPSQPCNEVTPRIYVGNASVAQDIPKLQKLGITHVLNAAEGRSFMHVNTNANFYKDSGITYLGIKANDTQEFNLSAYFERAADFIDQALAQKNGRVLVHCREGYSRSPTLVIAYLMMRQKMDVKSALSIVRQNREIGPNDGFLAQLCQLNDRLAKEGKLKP
# BoNT-A LC inh2 – BoNT A light chain protease inhibition. AID 588499. inhibition, % at 10 µM. 360,000 tested, 0.17% active. multiplex microsphere protease substrate cleavage, flow cytometry; also: plate controls were buffer without enzyme for full effect and enzyme alone for no effect
# PriA SSB inh – K. pneumoniae PriA-SSBct interaction inhibition; AlphaScreen SSBct-PriA binding, biotinylated peptide; inhibition, % at 33 µM; 430,000 tested, 0.6% active; in the data active = inhibition mostly above about 37%, no sharp cut-off; inactive = mostly below about 20%;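 also: plate controls were negative control peptide for no effect and reference peptide for full effect; strong numbers were not always called active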
# Anthrax LF prot – blocks Bacillus anthracis lethal factor protease. 360,000 tested, 0.12% active. inhibition, % at 10 µM. P15917. AID 588501. multiplex microsphere protease cleavage assay, LF; also: plate controls were buffer without enzyme for full effect and enzyme alone for no effect
# MazF activator – MazEF (E. coli) toxin RNase activation. 350,000 tested, 0.32% active. activation, % at 20 µM. FAM/BHQ RNA-DNA oligo cleavage fluorescence, 5 h; in the data active = activation above about 50%
# Target sequence (P0AE70 whole entry, looked up): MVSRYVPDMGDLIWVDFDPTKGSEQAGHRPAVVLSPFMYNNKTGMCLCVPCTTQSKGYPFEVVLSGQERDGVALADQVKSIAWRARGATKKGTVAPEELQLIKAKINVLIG
# BoNT F protease – inhibitors of Botulinum neurotoxin F light chain protease | Multiplex microsphere protease cleavage assay, flow cytometry | 360,000 tested, 0.22% active | AID 588497 | inhibition, % at 10 µM; in the data active = inhibition above about 35%, passing the limit was not always enough; inconclusive = no clear call, values can overlap the other calls; also: plate controls were buffer without enzyme for full effect and enzyme alone for no effect
# Rv3671c inh – inhibits the M. tuberculosis serine protease Rv3671c | P9WHR9 | AID 2606 | 320,000 tested, 0.048% active | inhibition, % at 5.96 µM; in the data active = inhibition above about 38%;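 also: extracellular domain of Rv3671c used as enzyme; 0% = enzyme with DMSO and 100% = no enzyme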
# Target sequence (P9WHR9 whole entry, looked up, the tested form may be a part): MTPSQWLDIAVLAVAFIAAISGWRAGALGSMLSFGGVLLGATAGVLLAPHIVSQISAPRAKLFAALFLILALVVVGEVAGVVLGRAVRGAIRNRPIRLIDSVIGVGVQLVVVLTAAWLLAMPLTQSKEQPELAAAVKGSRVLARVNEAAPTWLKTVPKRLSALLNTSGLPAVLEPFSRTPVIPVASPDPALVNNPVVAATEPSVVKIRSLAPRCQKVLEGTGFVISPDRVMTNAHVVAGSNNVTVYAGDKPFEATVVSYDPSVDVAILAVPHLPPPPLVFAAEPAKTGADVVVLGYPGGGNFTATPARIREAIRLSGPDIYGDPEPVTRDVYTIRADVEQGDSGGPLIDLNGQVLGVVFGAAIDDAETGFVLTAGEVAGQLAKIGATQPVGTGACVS
# PrPC surface inh – cell surface PrPC inhibition, primary TR-FRET screen | P04156 | TR-FRET read-out | inhibition, % at 13.8 µM | 370,000 tested, 0.43% active | AID 720596; in the data active = inhibition above about 24%; also: 0% = median of the test wells and 100% = reference compound wells
# CCHF vOTU inh – blocks the CCHF virus ovarian tumor domain protease. AID 651958. 370,000 tested, 0.55% active. inhibition, % at 11.5 µM. CCHFV vOTU protease, Pep-AMC fluorescence; in the data active = inhibition above about 30%; also: 0% = vehicle wells with enzyme and 100% = no enzyme wells
# SARS 3CLpro inh – SARS-CoV 3CLpro protease inhibition. P0C6X7. recombinant SARS-CoV 3CLpro, quenched FRET peptide cleavage. inhibition, % at 6 µM. 290,000 tested, 0.14% active. AID 1706; in the data active = inhibition above about 12%
# Active calls of the source: *; u = inconclusive; x = not tested or not shown; & = joins results of further samples. Rule as the data show it, unless noted: active = inhibition above about 30%; inconclusive = no clear call, values can overlap the other calls; inactive = below that. A portion of the library; count on the stated rates, not on these rows.
# Below each SMILES – VHR inh abs	BoNT-A LC inh2	PriA SSB inh	Anthrax LF prot	MazF activator	BoNT F protease	Rv3671c inh	PrPC surface inh	CCHF vOTU inh	SARS 3CLpro inh
- Cc1nn(-c2cc(Cl)ccc2Cl)c(C)c1C(=O)O
  6	-1.1	-5	-6	6	-3	4	1	-12	1
- CCN(CC)C(=O)c1[nH]cnc1C(=O)Nc1ccon1
  x	-0.7	2	-2	3	-7	-5	1	1	x
- COc1ccc(CN2CCN(Cc3ccccc3F)CC2)cc1OC
  8	-0.4	-16	-11	7	u	-1	4	-8	-1
- Cc1ccc(N2CCN(c3ccc(NCc4nc5ccccc5n4C)cc3)CC2)cc1
  8	-1.3	14	-6	12	-34	2	-10	-9	2
- Brc1cccc(-c2nc3cccnc3nc2-c2cccc(Br)c2)c1
  14	-1.7	-9	-13	16	7	-5	5	3	3
- COc1ccc(Cl)cc1NC(=O)CN(C)C(=O)c1n[nH]c2ccccc12
  x	-4.6	-2	-5	-3	-9	-5	-2	1	x
- COC(=O)C1=C(CCc2ccccc2)NC(=O)NC1c1ccc([N+](=O)[O-])cc1 (centres undefined)
  x	0.2	-17	-1	4	0	-5	-7	1	x
- CCN(c1ccccc1)S(=O)(=O)c1ccc(OC)c(N=N/C(C(=O)Nc2ccccc2)=C(/C)O)c1
  6	-0.5	x	-3	-1	-4	0	7	3	-1
- C/C(=N\NC(=O)c1ccc(Cl)c(Cl)c1)c1ccccn1
  23	11	x	-4	-1	37*	x	-2	-8	3
- CC(C)C[C@H]1CN([C@@H](Cc2ccccc2)CN2CCC[C@@H]2CN2C(=O)C(=O)NC[C@@H]2Cc2ccc(O)cc2)C(=O)C(=O)N1CC1CCCCCC1
  x	0.3	x	-4	x	-3	x	-1	8	x
- CCc1ccc(OCC(=O)NNC(=O)CSc2nnc(-c3ccc(C)cc3)n2C)cc1
  12	0.6	-28	0	-1	0	-4	-3	8	-3
- O=C(Cn1cnc([N+](=O)[O-])n1)c1ccc(O)c(O)c1
  13	0.8	-2	-5	7	4	7	-8	6	-2
- O=C(Nc1ccc(S(=O)(=O)N2CCOCC2)cc1)C1COc2ccccc2O1 (centres undefined)
  26	1.5	37	0	1	22	-5	2	-19	3
- CCCN(C(=O)c1cc(CC)c(C)s1)c1c(N)n(Cc2ccccc2)c(=O)[nH]c1=O
  x	-1.7	-1	-2	4	2	-1	1	16	x
- Cc1ccc(OCCCCN2CCCCC2)c(C)c1
  68	-3.2	-2	-4	9	u	1	5	1	0
- Cc1ccc(S(=O)(=O)N2C[C@@H]3[C@H]4CC[C@H](C4)[C@@H]3[C@@H](C)[C@@H]2C2CCCCC2=O)cc1 (some centres undefined)
  x	-0.4	-15	1	1	-2	x	2	0	x
- N#Cc1c(NC(=O)c2ccc(-c3ccccc3[N+](=O)[O-])o2)sc2c1CCCC2
  -3	-0.9	7	-6	14	9	-18	0	25	-5
- Cc1ccc2oc(=O)c3cc(C(=O)NCCCN4CCN(C)CC4)sc3c2c1
  2	-1.0	-3	0	19	1	0	-6	-4	-8
- CC(C)(C)c1nc(SCC(=O)Nc2ccc3c(c2)OCCO3)c2ccccc2n1
  21	1.1	-9	-2	1	-12	0	-2	-3	-4
- CS(=O)(=O)N(CC(=O)Nc1ccc(S(=O)(=O)N2CCCC2)cc1)c1ccccc1
  12	0.9	-6	-9	7	-11	-6	5	-8	0
- CCOC(=O)COc1ccc(C(=O)Nc2cccc(Cl)c2C)cc1
  12	-1.2	-5	-3	2	-4	-9	5	3	-2
- CN1OC(COC(=O)c2ccc(Cl)cc2)CC1c1ccccc1 (centres undefined)
  -4	-2.1	-18	-12	-3	-9	1	7	4	1
- CCCCc1ccc(S(N)(=O)=O)cc1
  2	-0.4	-4	-2	-1	0	-3	8	-3	3
- NC(=O)c1ccccc1NC(=O)c1ccccc1Cl
  -4	-1.0	-12	-4	4	-39	-3	5	0	1
- Cc1ccc2nc(-c3cccnc3)cc(C(=O)Nc3ccc(F)cc3C)c2c1
  53*	1.0	-3	1	10	-2	-3	5	-3	4
- COc1ccccc1/C(C)=N/Oc1cc(N)cc([N+](=O)[O-])c1
  x	0.7	x	-4	-9	-10	0	-15	15	x
- CCCNC(=O)NC(=O)CSc1nnc(-c2ccncc2)n1CC
  14	-0.8	-3	1	8	-5	2	-3	-18	-8
- Cc1cc(N)ccc1N1CCCC1
  -1	-2.9	17	-74	-8	-116	21	x	x	1
- O=C(Cc1ccc(Cl)cc1)Nc1cccc(C(=O)Nc2ccccc2C(=O)O)c1
  -2	-3.0	3	0	-5	2	-35	-4	9	6
- O=C(Cc1csc(N2CCOCC2)n1)N/N=C/c1ccc(Cl)cc1Cl
  -10	0.9	x	-3	7	5	1	6	-5	2
- COc1ccc(NC(=O)c2cc(-c3ccc(C)o3)nc3ccccc23)cc1OC
  -13	-0.2	10	-6	-8	-11	7	-2	6	3
- Cc1cc(NC(=O)CSc2nnc(-c3ccncc3)n2C)n(-c2ccccc2)n1
  8	7.6	-1	70*	2	x	4	-5	12	6
- CN(C)S(=O)(=O)c1cccc(C(=O)NCC(=O)NC2CCN(Cc3ccccc3)CC2)c1
  31	-3.4	-18	-4	5	-22	-5	-3	7	0
- Cc1cc2[nH]ncc2cc1NC(N)=S
  13	-1.3	-2	-4	-1	-3	-5	8	-3	3
- COC(=O)C(NC(=O)c1ccccc1C(=O)O)c1ccc2ccccc2c1 (centres undefined)
  -8	-6.5	-7	-4	-12	5	5	-4	-3	1
- CC(=O)N1CCc2cc(NC(=O)C3(C)CCN3Cc3ccccc3Cl)ccc21 (centres undefined)
  x	0.2	x	-1	x	-2	x	-5	-3	x
- O=C(NCc1ccccn1)C(=O)N/N=C/c1ccc2c(c1)OCO2
  3	-0.5	x	-6	-9	0	-2	2	-3	-1
- CC1=C(C(=O)N(C)C)CC(CC(=O)NC2CCCC2)C(=O)N1CCCN1CCCC1=O (centres undefined)
  x	-0.2	x	-4	0	-3	x	-6	13	x
- CCc1ccccc1NC(=S)N1CCNC(=O)C1CC(=O)OC (centres undefined)
  6	-1.8	-4	-2	3	-10	-4	10	6	0
- COc1ccc2[nH]c(C(=O)O)c(NS(=O)(=O)c3ccc(F)cc3)c2c1
  7	0.1	-2	-4	4	-4	-3	-8	12	-1
- Cc1cc(C(=O)COC(=O)c2n[nH]c(=O)c3ccccc23)c(C)n1C
  x	x	-1	x	20	x	8	8	7	x
- O=C(C(=O)N1CCCC1)c1c[nH]c2ccccc12
  -53	-1.8	4	12	6	11	-1	5	14	-2
- CCOc1ccc(CN(C)C(C)C(=O)NCc2ccccc2)cc1 (centres undefined)
  x	-3.0	-8	-1	1	-6	0	-9	3	-2
- O=C(NCCSc1ccccc1)c1ccc(Br)cc1
  -4	-0.3	-34	2	4	-2	-13	2	2	8
- COc1cccc(NCc2cc(=O)oc3cc(-c4ccccc4)c(O)cc23)c1
  22	0.6	-2	-3	7	-1	-9	-16	-3	-1

# In the list so far, two contain a furan ring, fused or not:
# Below each SMILES – VHR inh abs	BoNT-A LC inh2	PriA SSB inh	Anthrax LF prot	MazF activator	BoNT F protease	Rv3671c inh	PrPC surface inh	CCHF vOTU inh	SARS 3CLpro inh
- N#Cc1c(NC(=O)c2ccc(-c3ccccc3[N+](=O)[O-])o2)sc2c1CCCC2
  -3	-0.9	7	-6	14	9	-18	0	25	-5
- COc1ccc(NC(=O)c2cc(-c3ccc(C)o3)nc3ccccc23)cc1OC
  -13	-0.2	10	-6	-8	-11	7	-2	6	3

# Other structures
# Below each SMILES – VHR inh abs	BoNT-A LC inh2	PriA SSB inh	Anthrax LF prot	MazF activator	BoNT F protease	Rv3671c inh	PrPC surface inh	CCHF vOTU inh	SARS 3CLpro inh
- CC(C)NCC(O)c1ccc(O)c(O)c1 (centres undefined)
  13	-0.3	-6	-2	6	-7	0	-4	4	-3
- CCCCN(C)c1c(C)nc2ccc(C(=O)NCc3ccc(OC)cc3)cn12
  x	-0.1	x	-8	x	9	x	0	11	x
- O=C(CCc1ccccc1)Nc1nn[nH]n1
  1	-0.2	-1	0	5	2	9	-2	2	0
- Cc1[nH]c2ccccc2c1C(=O)C(=O)NCCc1c[nH]c2ccccc12
  6	-1.3	17	-5	7	-2	4	8	19	1
- COC(=O)c1[nH]c2cccc(OC)c2c1NC(=O)CCN1CCSCC1
  40	-0.2	-2	-8	1	8	-2	-4	-7	4
- O=C(C/C=N\OCc1ccc([N+](=O)[O-])cc1)Nc1ccc(F)cc1F
  30	-1.0	x	-4	15	-2	2	-6	-7	0
- Cc1ccc(S(=O)(=O)N2[C@@H](c3ccc(Cl)cc3)C(C(=O)O)=C[C@H]2CC2CCCC2)cc1
  x	-0.3	-3	0	-5	-8	-5	-6	31*	x
- COc1cc(CC(=O)N2CCC(n3nccc3NC(=O)C3CC3)CC2)cc(OC)c1OC
  31	-0.9	-5	1	-3	4	-2	-2	7	-3
- O=S(=O)(c1ccc2oc3ccccc3c2c1)N1CCOCC1
  10	-0.2	-4	-1	-8	-4	-1	14	13	-1
- COCCNC(=O)c1cc2cc(Br)cc(Br)c2oc1=O
  16	-0.2	-10	-4	-13	-2	-9	-3	-6	-1
- O=C1CC(c2ccccc2)CC(=O)C1CS(=O)(=O)c1ccccc1 (centres undefined)
  11	-0.4	-6	0	-38	1	13	19	9	2
- COc1ccc(Nc2ncnc3nc[nH]c23)cc1OC
  19	-0.3	11&-15	-9	5	-4	7	x	x	-2
- COc1cc(OC)nc(Oc2cc(/C=N/O)ccc2OC)n1
  -20	-0.1	x	-1	-2	0	1	9	5	1
- O=C(NCCc1ccccc1)c1nccc2ccccc12
  x	-0.1	0	7	2	-5	-4	-6	5	x
- COc1ccccc1Nc1nc(NCCCN(C)C)nc(N)c1[N+](=O)[O-]
  0	0.2	12	-3	16	1	3	-3	16	-3
- Nc1ccc2c(C(F)(F)F)cc(C(F)(F)F)nc2n1
  6	1.5	-5	0	2	2	0	-5	-222	4
- CCOC(=O)Cc1csc(SCC(=O)Nc2oc(C)c3c(C)n[nH]c(=O)c23)n1
  x	-0.6	2	-3	3	-12	-2	0	8	x
- CC1CCN(c2ccc(C=O)o2)CC1
  -3	-0.2	6	3	-10	-4	-1	11	3	3
- COc1ccc(C2NCCc3c2[nH]c2ccccc32)cc1CN1CCc2cc(OC)c(OC)cc2C1C (centres undefined)
  14	0.1	44*	3	-31	-29	x	x	x	-4
- O=C(c1ccccc1)c1ccc(N2CCOCC2)c(NC(=O)c2ccco2)c1
  -14	0.6	12	-7	-11	-10	-7	-5	-5	0
- O=C(NCc1ccccc1)c1ccc(CNc2c(N3CCCC3)c(=O)c2=O)cc1
  -8	-0.8	-2	-6	-1	3	3	7	-3	-4
- COc1cccc(CNc2ccc(S(N)(=O)=O)cc2)c1OC
  7	1.1	6	-7	-5	-6	7	9	14	2
- CCNc1nc(SC(C)C(=O)Nc2ccccc2)nc(N2CCOCC2)n1 (centres undefined)
  33	0.4	-14	3	6	3	-4	0	7	-5
- O=S(=O)(c1ccc(-c2ccccn2)s1)N1CCC2(CC1)OCCO2
  17	-0.2	-4	-8	3	2	-6	0	8	2
- Cc1ccc(/C=N/NC(=O)COc2ccccc2-c2ccccc2)cc1
  14	-0.2	x	-1	1	2	-5	12	9	-9
- COc1ccc(CCNc2nnc(Sc3nnnn3-c3ccccc3)s2)cc1OC
  -1	-0.6	-13	7	-7	-4	-12	9	-7	-4
- COc1ccc(-c2cc(C(=O)Nc3ccc(F)cc3F)no2)cc1
  55*	-0.5	8	32*	-18	-2	-15	8	1	-5
- COc1cccc(NC(=O)COc2cccc3c2CCNC3=O)c1
  x	-24	3	-4	8	-30	-1	1	-1	x
- Cc1cc(N(CCCl)CCCl)ccc1/C=N/N=C(\N)c1cnccn1
  x	0.5	x	4	7	-12	-2	0	2	x
- NC(CCc1ccccc1)c1csc(NC(=O)NCCc2ccccc2)n1 (centres undefined)
  x	-0.1	x	-10	x	-13	x	1	-3	x
